hcGAS lum – inhibitors of human cGAS | recombinant h-cGAS, ATP depletion, Kinase-Glo luminescence | inhibition, % at 12.5 µM | 290,000 tested, 0.081% active | AID 1259398;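 note: 0% = vehicle reaction and 100% = reaction without DNA for no activity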
Target sequence (Q8N884 whole entry, looked up): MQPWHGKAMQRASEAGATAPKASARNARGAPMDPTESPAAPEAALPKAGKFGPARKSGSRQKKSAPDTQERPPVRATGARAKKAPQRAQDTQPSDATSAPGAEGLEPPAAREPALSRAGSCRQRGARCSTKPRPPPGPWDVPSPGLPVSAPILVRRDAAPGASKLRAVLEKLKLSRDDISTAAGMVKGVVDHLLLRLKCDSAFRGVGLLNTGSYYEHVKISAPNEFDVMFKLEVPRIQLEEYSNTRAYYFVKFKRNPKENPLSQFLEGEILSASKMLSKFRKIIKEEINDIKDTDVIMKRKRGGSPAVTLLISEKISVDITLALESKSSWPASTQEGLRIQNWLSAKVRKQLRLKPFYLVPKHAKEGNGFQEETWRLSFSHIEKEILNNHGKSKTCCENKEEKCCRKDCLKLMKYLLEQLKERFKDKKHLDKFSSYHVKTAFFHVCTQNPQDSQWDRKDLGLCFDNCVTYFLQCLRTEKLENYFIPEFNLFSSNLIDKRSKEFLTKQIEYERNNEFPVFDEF
NPYLR7 ag – activates Aedes aegypti NPYLR7 receptor | HEK293T NPYLR7/Galpha15, GCaMP6s calcium fluorescence | activation, % at 10 µM | 270,000 tested, 0.15% active | AID 1259423; in the data active = activation above about 40%;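 note: 0% = vehicle and 100% = reference agonist at the receptor; some compounds past the cut are filed as inactive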
mcGAS lum – inhibitors of mouse cGAS; recombinant cGAS, Kinase-Glo ATP depletion luminescence; inhibition, % at 12.5 µM; 160,000 tested, 0.15% active;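 note: 0% = negative control wells and 100% = reference inhibitor with no enzyme activity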
Starred values were filed as active, the others as inactive; / = no result given. Cut-off read from the data, not from the text of the source, unless noted: active = inhibition above about 40%; inactive = the rest. Compounds were not picked by outcome. About 0.29% of those tested had a hit in this group.

SMILES	hcGAS lum	NPYLR7 ag	mcGAS lum
Nc1nc2nc(CSc3nnnn3-c3cccc(Cl)c3)cc(=O)n2[nH]1	3	17	-2
CCOC(=O)C1(Cc2ccccc2Cl)CCN(C(=O)CCn2cnnn2)CC1	4	3	-1
COc1cc(OC)cc(-c2nnc(SCc3cccc(C#N)c3)n2-c2cccc(C)c2)c1	-4	3	-6
CC(C)CC(C(=O)N1CCOCC1)N1C(=O)CSC1c1cccc(C(F)(F)F)c1 (stereo not drawn)	-4	10	-5
CC(=O)N1CCCC2(CCN(Cc3c(F)ccc(C)c3Cl)C2)C1 (stereo not drawn)	-2	6	-16
CC(=O)Oc1c(-c2ccc(NC(=O)C3CCCC3)cc2)c(C2CC2)nn1-c1cccc(C)c1	0	4	-2
COc1cc(=O)n(-c2ccc(C)cc2)nc1C(=O)N1CCC2(CC1)OCCO2	2	8	-5
O=C(O)c1ccc(CSc2nc(-c3ccccc3)cc(N3CCN(c4ccccc4F)CC3)n2)cc1	-3	10	-2
O=C(COC(=O)C=Cc1cccs1)Nc1ncc(Br)s1	-6	6	-5
COc1ccc(OC)c(-c2csc(N)n2)c1	-10	2	/
Cc1cc(C(=O)N2CCN(C)CC2C)c2[nH]ncc2c1 (stereo not drawn)	-3	-2	/
CCOC(=O)C1C(=O)C=C(c2ccc(OC)c(OC)c2)CC1c1ccc(OC)cc1 (stereo not drawn)	0	13	-3
COc1ccc(-n2c(SCCN3CCOCC3)nnc2-c2ccccc2)cc1Cl	-8	9	-5
COc1cccc2c1OCCCN(C(=O)c1cc3n(n1)CCCN(C)C3)C2	-7	-1	-15
CCCCC(CC)C(=O)Nc1c(-c2ccc(C)cc2)nc2ccccn12 (stereo not drawn)	-13	-4	-10
COCCNC(=O)CCC1CCN(C(=O)Nc2ccc(Cl)cc2C)CC1	-1	6	/
Cc1cc(N2CCCCC2)n2c(nc3ccccc32)c1C#N	-11	0	-1
CCN(C(=O)c1csc(SC)n1)C(C)CO (stereo not drawn)	2	1	/
N#CC(=Cc1ccc(Sc2ccccc2)o1)C(=O)NC1CCCCC1	2	0	-2
Cc1cccc(-c2nc(C)c(C(C)C)c(N3CCN(C(=O)NC4CCCCC4)CC3)n2)c1	-2	12	-3
C[C@@H]1CN(c2ccnc(C(=O)NCCc3ccccc3Cl)c2)C[C@H](C)O1	-6	0	/
O=C1CCC(CCC(=O)N2CCC(c3ccccc3F)C2)(Cc2ccc3ccccc3c2)N1 (stereo not drawn)	-7	0	-12
Cc1cc(C)c(CN2CCOC(CN)C2)c(-n2cccn2)c1 (stereo not drawn)	-6	8	/
COc1cc(-c2ccnc(N3CCN(S(=O)(=O)c4ccc(Cl)cc4Cl)CC3)n2)cc(OC)c1OC	-2	11	-7
CC(C)C(NC(=O)CSc1nnc(N)n1C1CC1)c1cccs1 (stereo not drawn)	-8	4	/
O=S(=O)(c1ccccc1)N1CCCC(OCc2ccc(OC(F)(F)F)cc2)C1 (stereo not drawn)	-5	-3	-4
CCN(CC)C(=O)Cn1cnc2ccc(Cl)cc2c1=O	-8	14	-4
O=[N+]([O-])c1ccc(C=NNc2ccc(C(F)(F)F)cc2[N+](=O)[O-])o1	1	0	/
COCCCN(Cc1c(-c2cccc(C)c2)noc1N1CCCC1)C(=O)Nc1cccc(Cl)c1	-3	/	-7
O=S(=O)(c1cccc2nsnc12)N1CCN(C/C=C/c2ccccc2)CC1	3	7	0
CC(CNC(=O)N(C)CCS(C)(=O)=O)c1ccc(F)c(F)c1 (stereo not drawn)	-3	5	/
CC(C)c1nc(CS(C)(=O)=O)n(-c2cccc3cccnc23)n1	-7	-1	/
COCCn1c(SCc2ccc(C(=O)OC)cc2OC)nnc1-c1cc(-c2ccccc2)nc2ccccc12	-1	-1	-6
O=C(CCNCC1(c2cccc(F)c2)CCOCC1)Nc1cccnc1	-6	2	/
COc1cccc(NC(=O)Cn2cnc3c(nnn3C)c2=O)c1	-3	0	/
O=C(NN=Cc1ccc(F)cc1F)c1sc2ccccc2c1Cl	-4	-6	-6
CC(=O)OCC(OC(C)=O)C(OC(C)=O)C(OC(C)=O)C(OC(C)=O)C(COC(C)=O)OC(C)=O (stereo not drawn)	0	-12	/
CC1(C)Cc2cc(CN3CCN(c4cncc(C(N)=O)n4)CC3)ccc2O1	-5	17	/
CN(C(=O)c1ccc(OC(F)F)cc1)c1nc2ccccc2s1	-5	20	/
COC(=O)C1C(=O)CSC1=Nc1ccccc1F (stereo not drawn)	5	-10	/
COc1cc(C(=O)N2CCC3(CCNC(=O)CC3)CC2)ccn1	1	1	/
COC(=O)N1c2ccccc2C23[C@@H]4CN5CCC[C@]6(CCC12C(O)(C6)C4=O)[C@H]53	0	6	-6
CC(C)Cc1nc(CS(C)(=O)=O)n(-c2ccc3c(c2)OCCO3)n1	-5	/	-14
CC1(C(=O)Nc2cnc3ccccc3c2)CCN1Cc1cc2ccccc2o1 (stereo not drawn)	-10	9	/
CC(C)Cc1nc2sc3c(NCCCO)ncnc3c2c2c1COC(C)(C)C2	2	4	/
CN(CC1CCCNC1)C(=O)c1ccc(CSc2ccccn2)cc1 (stereo not drawn)	-5	-1	-18
Brc1ccc(C#Cc2ccccc2)cc1	-7	2	/
COC(=O)C1=C(C)NC(C)=C(C(=O)O)C1c1cccc([N+](=O)[O-])c1 (stereo not drawn)	3	14	-2
O=C(Nc1c[nH]c2ccccc12)N1CCCCC1	-11	0	-12
COc1ccc(S(=O)(=O)N(C(C)=O)c2ccccc2/C=C/c2cc[n+]([O-])cc2)cc1	0	-10	-3
O=C(Nc1nnc(SCc2ccccc2C(F)(F)F)s1)c1cccc([N+](=O)[O-])c1	2	/	-5
O=C(Nc1ccnn1C1CCS(=O)(=O)C1)C1CC(=O)N(c2ccccc2F)C1 (stereo not drawn)	-6	5	-14
O=C(Nc1ccnn1C1CCN(Cc2cccn2-c2nccs2)CC1)c1cccnc1	-5	3	-10
CON=C(C(=O)N[C@@H]1C(=O)N2C(C(=O)O)=C(COC(N)=O)CS[C@H]12)c1ccco1	-4	-1	/
COc1ccc(-c2cc(NC(=O)c3cccc(F)c3)n(-c3cc(Cl)ccc3Cl)n2)cc1	-4	22	-7
CC(C)(C)n1nc2c(c1NC(=O)Cc1cccc3ccccc13)CS(=O)C2 (stereo not drawn)	-7	-4	/
Cc1cc(C)cc(-c2ccc(-n3cncc3C(=O)NCc3ccc(S(N)(=O)=O)cc3)cc2)c1	-3	-2	-4
COCCN(CC(=O)Nc1nc(CC(=O)NCc2cccc(C(F)(F)F)c2)cs1)C(=O)c1ccco1	-11	-3	-6
CC(C)Oc1ccc(C(=O)N2CCN(c3ncnc4c3nnn4C)CC2)cc1	-7	1	/
CNC(=O)Cn1c(-n2nc(C)cc2C)nc2c(c1=O)CCC2	-5	/	-7

A stretch of the results above:
SMILES	hcGAS lum	NPYLR7 ag	mcGAS lum
CN(C(=O)c1ccc(OC(F)F)cc1)c1nc2ccccc2s1	-5	20	/
COC(=O)C1C(=O)CSC1=Nc1ccccc1F (stereo not drawn)	5	-10	/
COc1cc(C(=O)N2CCC3(CCNC(=O)CC3)CC2)ccn1	1	1	/
COC(=O)N1c2ccccc2C23[C@@H]4CN5CCC[C@]6(CCC12C(O)(C6)C4=O)[C@H]53	0	6	-6
CC(C)Cc1nc(CS(C)(=O)=O)n(-c2ccc3c(c2)OCCO3)n1	-5	/	-14
CC1(C(=O)Nc2cnc3ccccc3c2)CCN1Cc1cc2ccccc2o1 (stereo not drawn)	-10	9	/
CC(C)Cc1nc2sc3c(NCCCO)ncnc3c2c2c1COC(C)(C)C2	2	4	/
CN(CC1CCCNC1)C(=O)c1ccc(CSc2ccccn2)cc1 (stereo not drawn)	-5	-1	-18
Brc1ccc(C#Cc2ccccc2)cc1	-7	2	/
COC(=O)C1=C(C)NC(C)=C(C(=O)O)C1c1cccc([N+](=O)[O-])c1 (stereo not drawn)	3	14	-2
O=C(Nc1c[nH]c2ccccc12)N1CCCCC1	-11	0	-12
COc1ccc(S(=O)(=O)N(C(C)=O)c2ccccc2/C=C/c2cc[n+]([O-])cc2)cc1	0	-10	-3
O=C(Nc1nnc(SCc2ccccc2C(F)(F)F)s1)c1cccc([N+](=O)[O-])c1	2	/	-5
O=C(Nc1ccnn1C1CCS(=O)(=O)C1)C1CC(=O)N(c2ccccc2F)C1 (stereo not drawn)	-6	5	-14
O=C(Nc1ccnn1C1CCN(Cc2cccn2-c2nccs2)CC1)c1cccnc1	-5	3	-10
CON=C(C(=O)N[C@@H]1C(=O)N2C(C(=O)O)=C(COC(N)=O)CS[C@H]12)c1ccco1	-4	-1	/
COc1ccc(-c2cc(NC(=O)c3cccc(F)c3)n(-c3cc(Cl)ccc3Cl)n2)cc1	-4	22	-7
CC(C)(C)n1nc2c(c1NC(=O)Cc1cccc3ccccc13)CS(=O)C2 (stereo not drawn)	-7	-4	/
Cc1cc(C)cc(-c2ccc(-n3cncc3C(=O)NCc3ccc(S(N)(=O)=O)cc3)cc2)c1	-3	-2	-4
COCCN(CC(=O)Nc1nc(CC(=O)NCc2cccc(C(F)(F)F)c2)cs1)C(=O)c1ccco1	-11	-3	-6
CC(C)Oc1ccc(C(=O)N2CCN(c3ncnc4c3nnn4C)CC2)cc1	-7	1	/
CNC(=O)Cn1c(-n2nc(C)cc2C)nc2c(c1=O)CCC2	-5	/	-7

Exported with two lines to a compound: entries from further up.
Below each SMILES: hcGAS lum | NPYLR7 ag | mcGAS lum
Cc1cccc(-c2nc(C)c(C(C)C)c(N3CCN(C(=O)NC4CCCCC4)CC3)n2)c1
    -2 | 12 | -3
Cc1cc(C)c(CN2CCOC(CN)C2)c(-n2cccn2)c1 (stereo not drawn)
    -6 | 8 | /

Carrying on.
SMILES	hcGAS lum	NPYLR7 ag	mcGAS lum
CC(C)(C)C(=O)NCCCC(=O)O	5	-20	/
CCC(CC)C(=O)Nc1ccc(-c2cn3ccsc3n2)cc1	1	-3	-6
COc1ccc(C(O)=C2C(=O)C(=O)N(CCN(C)C)C2c2ccc(O)cc2)c(C)c1 (stereo not drawn)	-7	-4	-9
Cn1c(CNC(=O)CCc2ccsc2)cc(Cl)c1Cl	-4	0	/
O=C1OC(c2ccc(F)cc2)=NC1=Cc1ccc(N2CCOCC2)s1	-21	-5	/
CCCNC(=O)Cn1nc2c(c1NC(=O)c1cccs1)CSC2	-6	-5	-1
Cc1ccc(C(=O)NCCc2nnc3ccc(NCCCN4CCOCC4)nn23)cc1	-3	10	-7
Nc1ccc(Br)nc1N1CCOCC1	-13	7	/
CCOc1ccc(NC(=O)COc2ccc3c4c(c(=O)oc3c2)CCC4)cc1	-5	6	/
Cc1nc(Nc2cccc(Br)c2)nc(Nc2cccc(Br)c2)c1[N+](=O)[O-]	0	-4	-4
CC(C)c1nn(CN2CCCCC2C2OCCO2)c(=S)o1 (stereo not drawn)	-9	0	/
CCCC(C)N(C)Cc1nnc(-c2ccc(Br)s2)o1 (stereo not drawn)	-3	-3	/
COCCn1c(O)c(C(C)=NCC(C)(C)N2CCOCC2)c(=O)[nH]c1=S	-1	0	/
CC(C)CN1CCCC(CNC(=O)c2cc(=O)c3ccccc3o2)C1 (stereo not drawn)	-7	8	/
CCC1CCCCN1CCCNC(=O)c1c(O)nc2scc(C)n2c1=O (stereo not drawn)	-7	-1	-3
CSc1cccc(NC(=O)c2cccnc2Nc2cc(Cl)ccc2C)c1	1	2	0
COC(=O)c1ccc(-c2nc(CN3CCN(Cc4ccc(OC)cc4)C(=O)C3)c(C)o2)cc1	-2	10	-15
CN(C1CCCCC1)S(=O)(=O)c1ccc(N)cc1	3	-6	/
Cc1ccsc1CN(Cc1ccc(F)cc1)Cc1nc(C(=O)NCCc2ccccn2)co1	1	14	-3
COc1cc(NCc2ccccc2CN2CCCC2=O)ncn1	-3	5	-19
COc1ccc(-c2nc3cc(C)ccn3c2NC(=O)CC(C)CC(C)(C)C)cc1 (stereo not drawn)	-9	-9	-8
Cc1ccc(S(=O)(=O)N2CCOC23CCN(C(=O)C(=O)Nc2ccccc2F)CC3)cc1	-6	11	/
CCOc1ccc(N(CC(=O)Nc2ccccc2)S(C)(=O)=O)cc1	-3	-9	-4
COc1cncc(-c2nccc3[nH]nc(-c4cc(OC)c(OC)c(OC)c4)c23)c1	0	-3	-4
CC(C)NC(=O)c1nnc2n1CCN(C(=O)c1ccc(Oc3ccccn3)cc1)C2	-4	7	/
Cc1ccc(SCCCC(=O)Nc2ncnc3sccc23)cc1	-7	5	-8
CCNC(=O)N1CCCC(C(=O)NC2CCCC[C@H]2N(Cc2ccc(Cl)cc2)S(=O)(=O)c2ccccc2)C1 (stereo partly drawn)	1	-3	-3
CSc1nc(C(=O)N(C)C2CCCN(C3Cc4ccccc4C3)C2)cs1 (stereo not drawn)	-11	7	/
CN(Cc1ccccc1)c1nccnc1-c1ccccc1Oc1ccccc1	-4	-2	-2
Cc1nnc(NC2CC3CCC2O3)s1 (stereo not drawn)	-5	-4	-16
CC(=O)Nc1ccc(CNC(=O)CN2CCC[C@H]2CN2CCCC2)cc1	-5	6	/
O=C(COc1cccc(C(F)(F)F)c1)NCCOc1cc(N2CCCCC2)ncn1	0	4	/
Cc1cccc(-c2noc(-c3ccc(S(=O)(=O)NCc4ccccc4)o3)n2)c1	2	5	/
O=C(CNC(=O)C1COc2ccccc2O1)N=Nc1c(O)[nH]c2ccc([N+](=O)[O-])cc12 (stereo not drawn)	0	-2	/
CC1CCN(c2nn3c(=O)c4c5c(sc4nc3c3ccccc23)CCCCC5)CC1	-3	2	-6
CC(Oc1ccccc1)C(=O)Nc1c2c(nn1CC(=O)NCc1ccco1)CSC2 (stereo not drawn)	-4	-3	-5
CC(=NNC(=O)CCn1nnc2ccccc21)c1ccccc1O	-7	0	-6
O=C(OCc1cn2cc(Cl)cc(Cl)c2n1)C1CCOCC1	-6	5	/
Cc1nn(Cc2ccccc2Cl)c2sc(C(=O)NC3CCN(C)CC3)cc12	5	-1	/
Cc1csc(NC(=O)C(C)Oc2cccc(Cl)c2)n1 (stereo not drawn)	0	-12	/
O=C1CCC(NCc2ccc(-n3cncn3)cc2)CCN1Cc1ccccc1 (stereo not drawn)	-3	0	/

Screens: PubChem BioAssay, Fisher Drug Discovery Resource Center
